Assay outcomes as filed in PubChem BioAssay.
Furin inh: human furin inhibition; AID 463115; inhibition, % at 30 µM; purified furin, fluorogenic substrate cleavage; hit rate 0.061% among 220,000; in the data active = inhibition above about 25%; also: inactives centre near -15
hK5 inh: blocks human kallikrein 5 protease activity | recombinant hK5, fluorogenic AMC substrate cleavage | hit rate 0.59% among 210,000 | Q9Y337 | inhibition, % at 5 µM;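 active = inhibition of 40% or more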;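 also: 0% = enzyme controls without compound and 100% = no-enzyme blanks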
Target sequence (Q9Y337 67-293 limits assumed): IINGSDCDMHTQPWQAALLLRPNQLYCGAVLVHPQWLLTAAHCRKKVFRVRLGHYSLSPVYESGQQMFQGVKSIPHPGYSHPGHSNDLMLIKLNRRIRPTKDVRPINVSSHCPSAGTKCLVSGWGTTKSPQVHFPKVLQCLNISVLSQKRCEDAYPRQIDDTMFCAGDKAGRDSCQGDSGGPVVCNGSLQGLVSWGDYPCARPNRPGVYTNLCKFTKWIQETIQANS
Wee1 degr inh: inhibitors of human Wee1 degradation; P30291; HeLa Luc-Wee1K328M stability, luciferase luminescence; 100% = proteasome inhibitor MG132 effect; reporter increase, % at 5 µM; hit rate 1.2% among 220,000;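 active = activation above the mean of all tested compounds plus 3 SD, set per screening run, cut at about 8.8% in these data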;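 also: cells exposed to compound for 20 h before luminescence read; 0% = DMSO alone and 100% = MG132 at 30 µM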
thrombin 1536: thrombin (human) inhibition | hit rate 0.26% among 220,000 | inhibition, % at 5 µM | AID 1046 | alpha-thrombin, Boc-VPR-AMC fluorogenic substrate cleavage;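 active = inhibition at or above 40%; inactive = inhibition below 40%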;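 also: 0% = enzyme with no compound and 100% = wells without enzyme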
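Material: Human alpha-thrombin protein | Buffer or medium: pH 7.5 Tris-saline with Tween 20 | Reagent: Boc-VPR-AMC substrate, 15 µM final | Schedule: Reaction at ambient temperature | Detection: AMC fluorescence at 355 nm excitation and 460 nm emission | Evaluation: Percent inhibition scaled between no-compound controls and no-enzyme blanks | Controls: no-compound enzyme wells and no-enzyme blanks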
FXIIa inh 1536: inhibitors of human coagulation factor XIIa; hit rate 0.3% among 220,000; inhibition, % at 5 µM; purified FXIIa, Boc-QGR-AMC fluorogenic substrate, 2 h; in the data active = inhibition above about 40%;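 also: 0% = enzyme with no compound and 100% = blank without enzyme; many of its hits are not listed in these tables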
Target sequence (P00748 20-372 limits assumed): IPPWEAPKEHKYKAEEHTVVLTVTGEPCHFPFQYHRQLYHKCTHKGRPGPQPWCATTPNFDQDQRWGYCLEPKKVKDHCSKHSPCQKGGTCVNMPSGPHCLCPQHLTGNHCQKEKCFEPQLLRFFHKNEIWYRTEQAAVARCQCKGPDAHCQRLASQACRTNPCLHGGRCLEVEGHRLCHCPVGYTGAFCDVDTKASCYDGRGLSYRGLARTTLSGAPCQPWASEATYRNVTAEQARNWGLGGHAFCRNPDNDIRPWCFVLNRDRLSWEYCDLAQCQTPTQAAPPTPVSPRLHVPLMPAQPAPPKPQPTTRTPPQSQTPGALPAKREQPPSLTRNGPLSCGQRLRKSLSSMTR
Target sequence (P00748 373-615 limits assumed): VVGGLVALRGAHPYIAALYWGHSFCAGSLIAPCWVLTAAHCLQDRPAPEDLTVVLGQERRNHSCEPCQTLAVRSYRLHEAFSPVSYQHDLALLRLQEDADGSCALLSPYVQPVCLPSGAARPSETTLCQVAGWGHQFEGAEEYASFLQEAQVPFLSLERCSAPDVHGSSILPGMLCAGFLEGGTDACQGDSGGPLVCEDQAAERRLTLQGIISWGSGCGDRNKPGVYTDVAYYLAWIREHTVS
p97 ATPase inh: blocks human p97 ATPase activity. P55072. recombinant p97 ATPase, Kinase-Glo ATP luminescence, 3 h. inhibition, % at 8 µM. hit rate 0.42% among 220,000; in the data active = inhibition above about 15%;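 also: 0% = DMSO vehicle and 100% = wells lacking enzyme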
PERK inhibitor: human PERK inhibition, primary cell-based screen. Q9NZJ5. CHO PERK-DD fusion, SEAP luminescence translation reporter. inhibition, % at 5.6 µM. hit rate 0.17% among 220,000;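 active = inhibition above the mean inhibition of all tested compounds plus 3 SD, set separately per screening campaign, cut at about 2.9% in these data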;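 also: PERK kinase domain activated by AP20187 dimerizer at 100 nM; 0% = DMSO with dimerizer and 100% = rapamycin at 8.4 µM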
KCC2 mod: modulators of human KCC2 chloride dependent transport | Q9H2X9 | KCC2 cells, thallium flux FluoZin-2 fluorescence | B-score of Tl+ flux slope (higher = more flux/activation; lower = inhibition) at 10 µM | hit rate 2.2% among 190,000;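 active = thallium flux slope and its plate-corrected score both differing from the plate sample mean at a set confidence after two filtering rounds, in either direction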;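 also: slope of fluorescence scaled to starting intensity during 10 to 20 s after thallium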
FXIa inh: inhibitors of human coagulation factor XIa; P03951; purified FXIa, Boc-Glu-Ala-Arg-AMC fluorogenic substrate; inhibition, % at 5 µM; hit rate 0.14% among 220,000;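 active = inhibition of at least 40%; inactive = inhibition below 40%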;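 also: fluorescence of freed AMC excited at 355 nm; 0% = enzyme without compound and 100% = no enzyme blank; many of its hits are not listed in these tables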
* hit, by the source's call; · = not tested or not shown; [ ] = remark or other dose.

SMILES	Furin inh	hK5 inh	Wee1 degr inh	thrombin 1536	FXIIa inh 1536	p97 ATPase inh	PERK inhibitor	KCC2 mod	FXIa inh
FC(F)(F)c1ccc(CSc2ccccn2)cc1	-10	3	-2	3	7	0	-0.8	0.3	4
O=C(NNC(=O)c1ccccc1Br)c1ccccc1Cl	-27	-3	0	-5	4	2	0.8	0.45	-2
COc1ccc([N+](=O)[O-])cc1N(CC(=O)Nc1ccccc1C(=O)NC(C)C)S(C)(=O)=O	-21	-4	-2	-10	11	3	-0.1	-0.033	-3
O=C(CCn1c(=S)[nH]c2ccccc2c1=O)NCC1CCCO1 (centres undefined)	-13[20 µM]	7	-1	2	14	2	0.1	0.23	-14
Clc1ccc(CNc2nc(N3CCOCC3)nc(N3CCOCC3)n2)cc1	-10[20 µM]	-3	2	1	12	-2	-2.7	·	9
C=CCc1cccc(/C=N/NC(=O)CNc2ccccc2OC)c1O	-26	-1	-2	-4	5	3	0.3	-0.17	1
CCOC(=O)C1=NN(C(=O)c2ccc(C)cc2)C(O)(c2ccc(Cl)cc2)C1 (centres undefined)	-15[20 µM]	-42	-1	2	13	2	1.4	121*	3
O=C(CC(c1ccccc1)c1ccccc1)Nc1ccc(Cl)cn1	-7[20 µM]	-13	1	-8	2	3	-0.8	-0.028	-7
O=C(NC(=S)N(Cc1ccccc1)Cc1ccccc1)C1CCCCC1	-20[20 µM]	-6	-2	-4	18	-5	0.4	2	-4
CCCOc1ccc(-c2nnn(CC(=O)N3CCCCC3)n2)cc1	-21	0	-1	2	8	-4	-0.4	-0.25	-1
Cc1ccc(S(=O)(=O)N2CCN(C(=O)CC(C)(C)C)CC2)cc1	-8	-5	9.8*	4	8	0	1.2	0.88	2
O=C(NCC(c1cccnc1)N1CCN(c2ccccc2F)CC1)c1ccco1 (centres undefined)	-15	1	-3	-4	4	2	-0.4	·	-3
CCOc1ccc(-n2c(C)c(C(=O)OC)c3cc(O)ccc32)cc1	-8	-3	1	-4	3	5	-1.5	0.082	-3
O=c1c2[nH]c3ccccc3c2ncn1CCN1CCOCC1	-32	-21	1	4	18	5	0.1	-0.0081	4
Cc1ccc2c(c1)C1CN(C)CCC1N2C(=O)COc1ccc(N(C)C(=O)C(C)(C)C)cc1 (centres undefined)	-26	1	0	-1	9	-1	-0.4	-0.15	-2
Cc1cc(NC(=O)c2cccc(F)c2)no1	-6[20 µM]	-9	1	3	10	-2	0.7	-0.22	2
O=c1[nH]n(-c2ccccc2)c(=O)c(Cl)c1Cl	-7[20 µM]	2	1	-3	-10	-2	0.1	0.81	-7
CCCC(=O)Nc1ccccc1Sc1ncnc2scc(-c3ccccc3)c12	0	-14	-1	4	18	3	0.3	-3.6	7
COc1ccc(-c2nnc(SCC(=O)N/N=C/c3ccccc3C(=O)O)n2-c2ccccc2)cc1	-26	-3	0	-9	2	2	0.1	0.34	0
Cc1cc(NS(=O)(=O)c2ccc(Nc3nc(-c4sc(C)nc4C)cs3)cc2)no1	-16[20 µM]	-26	7	-10	-1	-1	0.7	0.14	5
COc1cccc(C2(c3cccc(OC)c3)CC2C(=O)Nc2ccc(F)cc2)c1 (centres undefined)	-17	-15	7	-9	2	-1	-0.7	2.8	-1
CN1c2ccccc2Oc2nnc(Cl)cc21	-12	-2	1	-5	5	3	0.3	0.14	-3
O=C(CCCc1nc(-c2ccccc2Cl)no1)N1CCOCC1	-21	-7	-1	3	0	3	2.2	-0.26	-4
NC(=O)c1ccc(NC(=O)CSc2nnc(-c3ccccn3)n2N)cc1	-26	-7	0	1	6	4	1.6	0.034	-3
Cc1ccc(-c2nc(N)n(S(C)(=O)=O)n2)cc1	-14[20 µM]	-21	1	-7	23	3	1.3	0.3	21
The list goes on:
SMILES	Furin inh	hK5 inh	Wee1 degr inh	thrombin 1536	FXIIa inh 1536	p97 ATPase inh	PERK inhibitor	KCC2 mod	FXIa inh
Cc1ccccc1NS(=O)(=O)c1cc(C(N)=O)ccc1C	-15[20 µM]	2	4	1	10	3	0.7	0.31	1
Cc1cc(C)cc(N2CCCn3c2nc2c3c(=O)n(CC(=O)OCc3ccccc3)c(=O)n2C)c1	-13	5	-1	8	16	-8	-0.4	·	1
Cc1ccc(C(=O)NCCc2nnc3ccc(SCC(=O)Nc4c(C)cc(C)cc4C)nn23)cc1	-16	-8	-2	-8	1	8	0.3	0.27	-3
Cc1cccc(-c2ncc(CN3CCCC(CO)(Cc4cccc(Cl)c4)C3)cn2)c1 (centres undefined)	-24	1	-2	-3	9	-3	0.6	-0.093	-3
Cc1cc(C)nc(SCC(=O)N2CCC(C(N)=O)CC2)n1	-16[20 µM]	-8	-2	-8	0	-2	-0.1	-0.11	-6
CNC(=O)/C(C#N)=C1\SC(Cc2ccc(F)cc2)C(=O)N1c1ccccc1C (centres undefined)	-28	3	0	0	8	-6	0.1	-0.56	-3
O=C(OCc1nnc(-c2ccc(Br)cc2)o1)c1cncc(Br)c1	0	0	0	5	4	4	-0.1	-0.86	1
NC(=O)C1=C[C@@H](c2coc3ccccc3c2=O)C[C@@H](OCc2ccc(CO)cc2)O1	-20	-1	2	-5	2	7	0.1	0.87	-3
NC(=O)CSc1nnc(-c2cccnc2)n1CCc1ccccc1	-11	-1	-4	3	17	-1	0.8	-1.2	5
COC(=O)c1cc(OC)nc(OC)c1	-18	0	-1	-3	8	2	1.0	·	4
CCOC(=O)N(NC(=O)C(O)(CC(C)C)CC(C)C)c1ccccc1	11	-6	6	-3	2	-7	-0.9	-0.41	-7
Cc1ccc(NC(=O)CN(C)C(=O)c2nn(C)c(=O)c3ccccc23)cc1	-13	0	2	4	11	8	0.4	-0.13	4
Cc1ccc(NC(=O)C2CCN(S(=O)(=O)c3cccc4nonc34)CC2)nc1	-12[20 µM]	-19	-1	-6	1	2	-0.2	0.83	-6
Cc1nc(C)c(C(=O)C2=C(O)C(=O)N(CCN(C)C)C2c2ccco2)s1 (centres undefined)	-15	2	0	-3	11	3	2.0	-0.41	2
Cc1ccn(CCC(=O)N2CCCC(CCC(=O)N3CCN(c4ccccn4)CC3)C2)n1 (centres undefined)	-26	-3	2	3	2	0	-0.2	-0.11	-5
CN(CCc1cn[nH]c1)C(=O)CC1C(=O)NCCN1Cc1cccc(Oc2ccccc2)c1 (centres undefined)	-25	·	-2	0	10	-2	1.0	-1.8	1
COc1ccc(-c2ccc(-c3nc4c(c(=O)[nH]c(=O)n4Cc4ccccc4)n3C)o2)c([N+](=O)[O-])c1	6	-11	0	3	1	-5	-0.6	0.088	-4
CC(=O)N=C1SC2CS(=O)(=O)CC2N1c1ccccc1Cl (centres undefined)	-26	-27	1	-14	27	4	0.5	-0.67	-9
O=C(c1ccc(N2C(=O)C3CC=C(Cl)CC3C2=O)cc1)N1CCOCC1 (centres undefined)	-18	4	0	-1	9	5	0.7	-0.37	1
C[C@]12CCC(=O)C=C1[C@H](O)C[C@@H]1[C@@H]2[C@@H](O)C[C@@]2(C)[C@H]1CC[C@]2(O)C(=O)CO	0	-9	-3	1	10	3	2.1	2.6	10
CC[n+]1c(/C=C(\C)Nc2ccccc2)sc2ccccc21	6	-28	4	-7	3	3	0.2	-0.4	-2
CCCCN1C(=O)CC(C(=O)O)C1c1ccc(OC)cc1 (centres undefined)	-4[20 µM]	-3	-1	5	13	4	0.5	-0.036	4
CC(C)(C)OC(=O)NC(CC(=O)OCc1ccccc1)C(=O)O (centres undefined)	-20	-4	-1	-7	3	5	0.8	0.38	0
Nn1c(CSc2nc3ccccc3o2)nnc1CSc1nc2ccccc2o1	-6[20 µM]	-42	-2	-11	-2	-7	0.3	·	-14
COc1ccc(C(=O)NCC(c2cccnc2)N2CCN(c3ccccc3OC)CC2)cc1OC (centres undefined)	-9	-6	-3	-6	7	2	-0.9	0.0028	5
(cont.)
SMILES	Furin inh	hK5 inh	Wee1 degr inh	thrombin 1536	FXIIa inh 1536	p97 ATPase inh	PERK inhibitor	KCC2 mod	FXIa inh
CCCc1nc(N)nc2c1C(=O)CC(C)(C)C2	-9	-11	2	4	12	0	0.1	0.79	-5
C=CCC1(C#N)C(=S)NC(C)=C(C(=O)OCC)C1c1ccccc1 (centres undefined)	1	-2	1	-7	7	-5	-0.6	-0.0024	-3
O=C(/C=C/Sc1ccccc1)c1ccc(Cl)cc1	-13[20 µM]	-5	4	4	18	5	0.0	-0.093	3
COc1cc(NC(=O)Cc2c(C(=O)O)n(C)c3ccccc23)cc(OC)c1OC	-13	-18	0	-16	6	-2	0.5	-0.13	-5
CC(NC(=O)Nc1ncccn1)(C(F)(F)F)C(F)(F)F	-17	-5	-1	5	17	-1	0.9	·	6
O=C(Nc1ccc(-c2nnn(CC(=O)N3CCN(C(=O)c4ccco4)CC3)n2)cc1)c1ccccc1F	-17	3	0	-5	6	-1	-0.7	1.7	-1
Cc1nc(NC2=NCN(CCCN3CCOCC3)CN2)nc2c(C)cccc12	7[20 µM]	-16	2	-1	0	4	0.8	-0.053	3
Clc1cc2c(nn1)Nc1ccccc1S2	-10	-1	-1	4	9	-3	0.8	-0.0095	2
O=C(NCCCn1ccnc1)C(=O)NCc1ccc(Cl)cc1	-13[20 µM]	-12	-3	-2	7	-1	0.2	-0.5	-3

Filtered by structure: the compounds so far with a Cl atom
SMILES	Furin inh	hK5 inh	Wee1 degr inh	thrombin 1536	FXIIa inh 1536	p97 ATPase inh	PERK inhibitor	KCC2 mod	FXIa inh
O=C(NNC(=O)c1ccccc1Br)c1ccccc1Cl	-27	-3	0	-5	4	2	0.8	0.45	-2
Clc1ccc(CNc2nc(N3CCOCC3)nc(N3CCOCC3)n2)cc1	-10[20 µM]	-3	2	1	12	-2	-2.7	·	9
CCOC(=O)C1=NN(C(=O)c2ccc(C)cc2)C(O)(c2ccc(Cl)cc2)C1 (centres undefined)	-15[20 µM]	-42	-1	2	13	2	1.4	121*	3
O=C(CC(c1ccccc1)c1ccccc1)Nc1ccc(Cl)cn1	-7[20 µM]	-13	1	-8	2	3	-0.8	-0.028	-7
O=c1[nH]n(-c2ccccc2)c(=O)c(Cl)c1Cl	-7[20 µM]	2	1	-3	-10	-2	0.1	0.81	-7
CN1c2ccccc2Oc2nnc(Cl)cc21	-12	-2	1	-5	5	3	0.3	0.14	-3
O=C(CCCc1nc(-c2ccccc2Cl)no1)N1CCOCC1	-21	-7	-1	3	0	3	2.2	-0.26	-4
Cc1cccc(-c2ncc(CN3CCCC(CO)(Cc4cccc(Cl)c4)C3)cn2)c1 (centres undefined)	-24	1	-2	-3	9	-3	0.6	-0.093	-3
CC(=O)N=C1SC2CS(=O)(=O)CC2N1c1ccccc1Cl (centres undefined)	-26	-27	1	-14	27	4	0.5	-0.67	-9
O=C(c1ccc(N2C(=O)C3CC=C(Cl)CC3C2=O)cc1)N1CCOCC1 (centres undefined)	-18	4	0	-1	9	5	0.7	-0.37	1
O=C(/C=C/Sc1ccccc1)c1ccc(Cl)cc1	-13[20 µM]	-5	4	4	18	5	0.0	-0.093	3
Clc1cc2c(nn1)Nc1ccccc1S2	-10	-1	-1	4	9	-3	0.8	-0.0095	2
O=C(NCCCn1ccnc1)C(=O)NCc1ccc(Cl)cc1	-13[20 µM]	-12	-3	-2	7	-1	0.2	-0.5	-3
